Bioassay records from PubChem BioAssay.
PglD DTNB: blocks C. jejuni PglD acetyltransferase activity; purified PglD enzyme, DTNB colorimetric CoA detection; inhibition, % at 12.5 µM; 360,000 tested, 0.098% active; AID 602405; in the data active = inhibition above about 16%, passing the limit was not always enough; also: strong numbers were not always called active
Cneo AK release: causes C. neoformans cell lysis; adenylate kinase release luminescence, 4 h; normalised: neutral wells 0, clomiphene wells 100; lysis activity, % at 15 µM; 360,000 tested, 0.2% active; AID 651654;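 active = mean lysis activity across replicates of at least 80%, whatever share of replicates individually reach that level; inactive = mean lysis activity below 80%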
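Material: C. neoformans cells | Amount: Yeast cell density of 5 × 10^6 cells/mL | Medium: Fresh YPD growth medium | Dosing: Single dose | Times: Static 4 h at 37 °C with compound, 1 h detection | Detection: AK luminescence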
LGR2 antag: Drosophila LGR2 receptor signaling inhibition; HEK293 LGR2, CRE-luciferase, bursicon-stimulated, 4 h; inhibition, % at 9.99 µM; 380,000 tested, 0.35% active; AID 720647;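 active = drop in luminescence signal, shown as inhibition above about 50% in the replicate tests, limit read from the data, passing the limit was not always enough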;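 also: agonist challenge used bursicon conditioned medium at about half maximal strength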
ARNT TACC3 PPI: ARNT/TACC3 interaction disruption. Q9Y6A5. AlphaScreen His-ARNT PAS-B/GST-TACC3 binding, luminescence; TACC3 fragment carries E629A point mutation. inhibition, % at 9.99 µM. 390,000 tested, 0.66% active. AID 623870;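 active = mean inhibition of replicates at least 50% and at least half of replicates each reaching 50%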;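 also: 0% = complete ARNT plus TACC3 wells and 100% = ARNT alone without TACC3; many hits fall short of the cut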
GSIS activator: primary screen for activators of insulin secretion dependent on glucose, INS-1E cells, GLuc reporter luminescence. activation, % at 16.6 µM. 370,000 tested, 0.61% active. INS-1E GLuc reporter insulin secretion, 2-3 h;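 active = lowest replicate activation of at least 40%, so every replicate reaches that level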;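 also: 0% = median of neutral control wells and 100% = median of IBMX positive control wells; some compounds called inactive have numbers as strong as hits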
Statin myotox sup: suppression of simvastatin myotoxicity | C2C12 myotubes + simvastatin, ATP luminescence, 48 h; scaled: DMSO 0, geranylgeraniol control 100 | rescue of ATP level, % at 7.49 µM | 330,000 tested, 0.78% active | AID 602340;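 active = mean ATP rescue above about 67%, or every replicate alone reaching that limit, limit read from the data, passing the limit was not always enough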;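 also: myotubes were challenged with 10 µM simvastatin during compound exposure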
PAX8 inh HTS: inhibitors of PAX8 transcriptional activity in RMG-I cells. 360,000 tested, 1.2% active. RMG-I TPO-luciferase reporter, SteadyGlo, 24 h. inhibition, % at 12.6 µM. AID 652154;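 active = mean replicate inhibition at least 60% with every replicate also reaching 60%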;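 also: luciferase light reporting Pax8 driven TPO promoter activity; plate controls were median of neutral control wells for no effect and mitoxantrone controls for full effect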
PGC1a acetyl inh: PGC1a acetylation modulation, inhibitor mode | inhibition, % at 15.6 µM | AID 651687 | U2OS PGC1a acetylation, AlphaScreen anti-acetyl-lysine; with virally co-expressed GCN5 acetyltransferase | 350,000 tested, 0.17% active;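 active = every replicate shows inhibition of at least 40%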;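 also: 0% = neutral control wells and 100% = positive control wells; some results beyond the cut were filed as inactive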
Numbers without * were called inactive; / = no result given; & = joins results of further samples.

compound	PglD DTNB	Cneo AK release	LGR2 antag	ARNT TACC3 PPI	GSIS activator	Statin myotox sup	PAX8 inh HTS	PGC1a acetyl inh
Cc1nnc(Sc2nc3c(c(=O)[nH]c(=O)n3C)n2Cc2ccccc2)s1	4	2	/	-6	/	1	-3	9
Cc1ccc(CN2CCN(/N=C/c3cccn3C)CC2)c(C)c1	/	/	15	13	7	/	11	/
COc1cc(CO)cc(Br)c1OCC(=O)O	0	0	18	/	11	18	8	2
CC(=O)c1c(C)[nH]c(C(=O)COC(=O)c2cccnc2Cl)c1C	-1	-1	-17	9	18	8	-69	/
COc1ccc(NC(=O)C2C3C=CC4(O3)C2C(=O)N(CCCN2CCCC(C)C2)C4C(=O)NC2CCCCC2)cc1 (stereo unspecified)	-5	1	14	-1	8	-11	14	2
COC(=O)C1C(=O)NC(SC)=C(C#N)C1c1ccccc1F (stereo unspecified)	/	1	-20	-8	6	3	/	9
CS(=O)(=O)Nc1ccc(OCc2ccccc2)cc1	-5	-3	-51	-17	3	-16	/	-1
COc1ccc(C2/C(=C(\O)c3ccc4c(c3)OCCO4)C(=O)C(=O)N2Cc2cccnc2)cc1 (stereo unspecified)	-1	-1	17	-4	33	8	2	/
CCc1cc(Cn2nc(-c3ccccc3)cc2C(=O)NCCOC)on1	0	-2	6	0	-2	-11	4	/
Cc1ccnc(NC(=S)NC(=O)c2cncc(Br)c2)c1	/	/	-23	-5	5	/	-164	/
C[C@@H]1CN([C@H](C)CO)C(=O)c2cc(Br)cnc2O[C@H]1CN(C)C	0&3	0&55	-3&10	4	9&12	4&-3	-4	1&12
NC(N)=NN=C1CCCCCCCCCCC1	-7	4	/	-4	/	/	-4	9
O=C(NC(=S)NCCc1ccccc1)c1ccco1	5	5	/	-4	/	17	/	7
Cc1ccc2c(COC(=O)c3c(C)noc3C)cc(=O)oc2c1	-6	-2	6	/	-6	9	3	2
COc1cc(C(=O)Nc2ccc(S(=O)(=O)Nc3cc(C)nc(C)n3)cc2)cc(OC)c1OC	8	1	/	1	4	-5	-4	/
CCOCCCNS(=O)(=O)c1ccc(NC(=O)c2ccccc2)cc1	4	-4	-11	-5	4	-3	/	-2
O=C(O)C1(c2ccccc2)CCN(S(=O)(=O)c2cccc(Cl)c2)CC1	0	2	11	-3	21	-11	13	-2
Cc1cccc(NC(=O)CCN2CC(C)OC(C)C2)c1 (stereo unspecified)	-3	1	/	-12	/	-7	/	16
COc1ccc(/C=N/N=C2/NC(=O)C(CC(=O)O)S2)cc1OCc1ccc(Cl)cc1 (stereo unspecified)	6	1	0	5	-1	15	-7	-14
CSc1nc(S(=O)(=O)c2ccccc2)c(Cl)s1	/	/	16	-6	-3	/	16	/
COc1ccc(C)cc1NC(=O)CC(NC(C)=O)c1ccccc1 (stereo unspecified)	/	/	9	-6	7	/	19	/
Cc1cccc(C(C)C)c1NC(=O)c1c(-c2ccccc2)noc1C	3	-2	7	-1	28	10	3	/
COc1ccc(NC(=O)C2CCCN2S(=O)(=O)c2ccc3c(c2)CCC(=O)N3)c(OC)c1 (stereo unspecified)	0	0	-16	23	16	-5	3	-7
Cc1ccc(C(=O)OCC(=O)NC2CCCC(C)C2C)s1 (stereo unspecified)	-4	-1	5	/	18	0	16	4
COC(=O)CN1C(=O)N/C(=C/c2ccc(OC)c(C)c2OC)C1=O	/	/	-3	13	10	/	-6	/
CN(C(=O)c1ccc(S(=O)(=O)N2CCCC2)cc1)C1CCCCC1	-7	1	/	-11	/	1	/	10
CO[C@@H]1CN(C)C(=O)c2ccc(NC(=O)NC(C)C)cc2OC[C@H](C)NC[C@H]1C	1	4	-22	-6	9	17	-3	/
COc1ccccc1NC(=O)CNC(=O)c1ccc([N+](=O)[O-])cc1	4	0	0	22	3	-5	10	-2
CS(=O)(=O)c1cnc2c(S(=O)(=O)c3ccccc3)cnn2c1N	-2	1	-6	17	-2	-2	-4	/
CCc1nc2ccc(C(=O)N3CCN(S(=O)(=O)CC)CC3)cn2c1N(CC)Cc1cccc(Br)c1	-1	0	-20	/	-2	2	12	/
Cc1occc1C(=O)NNC(=O)c1cccc(F)c1	/	/	5	-17	8	/	-13	3
O=C(C[C@H]1CC[C@H]2[C@@H](COC[C@H](O)CN2CCC(F)(F)F)O1)NCc1ccc(Oc2ccccc2)cc1	-3	-1	10	-6	-20	-5	24	-6
COc1ccc(C(=O)NCC2CCCO2)cc1S(=O)(=O)N1CCCc2ccccc21 (stereo unspecified)	/	/	0	-16	-3	/	13	/
CC(=O)NC(CC(=O)OCC(=O)N1CCc2ccccc21)c1ccccc1 (stereo unspecified)	-3	5	3	-4	-1	-2	3	9
C[C@H]1CN([C@@H](C)CO)C(=O)c2cc(NS(=O)(=O)c3ccccc3)ccc2O[C@@H]1CN(C)CC1CCCCC1	-1	-2	-10	/	15	-3	2	5
C[C@@H]1CN([C@@H](C)CO)C(=O)c2cc(NS(=O)(=O)c3ccccc3)ccc2O[C@H]1CN(C)C(=O)Nc1ccc(C(F)(F)F)cc1	/	/	8	/	-10	-17	-21	17
O=C(CSC1=Nc2ccccc2C2=NC(c3ccccc3)C(=O)N12)NCC1CCCO1 (stereo unspecified)	-3	2	/	7	/	-13	/	5
C[C@@H]1CN([C@@H](C)CO)C(=O)c2cc(-c3cccc(F)c3)cnc2O[C@H]1CN(C)Cc1cccc(F)c1	/	/	-18	/	-10	13	/	-9
C/C=C/c1ccc2c(c1)O[C@H](CN(C)C(=O)Cc1ccncc1)[C@@H](C)CN([C@H](C)CO)S2(=O)=O	-1	1	-14	4	7	-19	-4	1
COc1ccccc1C(=O)c1c(C)c(CCC#N)n2ccccc12	-3	-2	-5	0	11	7	2	1
N#Cc1nc(-c2ccco2)oc1N1CCC(C(N)=O)CC1	-2	0	-2	-2	30	6	/	/
CCC(C(=O)NC1CCCCC1)N(Cc1cccs1)C(=O)CCC(=O)Nc1cc(C)on1 (stereo unspecified)	5	0	-17	/	8	3	0	/
O=C(CCN1C(=O)c2ccccc2C1=O)Nc1cccc(S(=O)(=O)NC2=NCCC2)c1	/	/	8	11	21	/	4	/
Cn1c(=NC(=O)CSCC(=O)N2CCCC2)sc2ccccc21	/	/	23	5	14	/	/	3
C/C(=N/NC(=O)CNC(=O)c1cccnc1)c1ccc(Cl)cc1	1	2	-4	-27	-15	10	3	5
COc1ccc(C2C(C(=O)N3CCCC3)CC(=O)N2c2ccc(OC)cc2)cc1 (stereo unspecified)	3	3	/	-9	/	0	-30	6
CCOC(=O)c1sc(Nc2ccc(OCC)cc2)nc1C	/	/	-32	-13	9	/	5	-7
C[C@@H]1CN([C@H](C)CO)C(=O)Cc2cc(NC(=O)CCCCCC(=O)Nc3ccccc3N)ccc2O[C@H]1CN(C)S(=O)(=O)c1ccccc1	4	51	4	8	8	-4	5	17
CC(C)(C)S(=O)(=O)N1C[C@H]2CC/C=C\C/C(c3ccccc3)=C\2[C@@H]1CCO	5	4	15	-5	6	-3	-4	-12
CC(=O)c1c(C)[nH]c(C(=O)COC(=O)c2nccnc2N)c1C	-1	0	2	/	3	-1	-19	/
c1ccc2c(c1)NC(c1ccncc1)n1c-2nc2ccccc21 (stereo unspecified)	1	-2	/	/	/	/	-73	31
CN(Cc1cnn(C)c1)Cc1nc(-c2ccc(Cl)cc2)no1	-5	-1	-5	-3	1	2	-32	-2
CC(NC(=O)COC(=O)COc1cccc2c1OC(C)(C)C2)c1ccccc1 (stereo unspecified)	-2	-1	8	-3	31	1	6	/
C[C@@H]1CN([C@@H](C)CO)S(=O)(=O)c2ccc(Br)cc2O[C@H]1CN(C)C(=O)C1CCOCC1	3	1	5&-16	/	6	-8	-2	-5&-2
COc1ccc(-c2ccc([C@H]3[C@H](C#N)N(C(=O)NC4CCCCC4)[C@H]3CO)cc2)cc1	0	-5	22	1	-2	46	8	1
COc1ccc(OCCOc2ccccc2[N+](=O)[O-])cc1	/	/	-79	25	4	/	-136	/
Cc1ccc(S(=O)(=O)N2CCOCC2)cc1NC(=O)COC(=O)C1=COCCO1	/	/	11	-1	38	/	-11	-9
Cc1csc(=O)n1CC(=O)OCC(=O)Nc1cc([N+](=O)[O-])ccc1Cl	-6	1	-17	-1	-4	-3	-10	/
CCOC(=O)c1nn(-c2ccccc2)cc1O	-1	-1	-21	0	0	10	-60	/
CCC/C(=C1/c2ccccc2C(=O)N1c1ccccc1)c1ccc2[nH]ccc2c1	0	-3	12	-2	-4	-9	17	-1

(next part)
compound	PglD DTNB	Cneo AK release	LGR2 antag	ARNT TACC3 PPI	GSIS activator	Statin myotox sup	PAX8 inh HTS	PGC1a acetyl inh
S=C1NC2(CCCCC2)N=C1c1ccccc1	/	/	-13	0	13	/	-1	/
CO[C@@H]1CN(C)C(=O)c2cc(NC(=O)c3cc(C)on3)ccc2OC[C@H](C)N(C)C[C@@H]1C	1	3	-7	-8	8	4	2	8
C[C@@H]1CN([C@@H](C)CO)C(=O)c2cccc(NC(=O)C3CC3)c2O[C@H]1CN(C)C(=O)Nc1ccc2c(c1)OCO2	-1	-1	-8	0	11	10	/	2
O=C(OCn1nnc2ccccc2c1=O)c1ccc(N2CCOCC2)c([N+](=O)[O-])c1	/	/	-6	-21	21	/	-16	/
CC(C)c1ccc(/C=C/C(=O)N2CCc3ccccc3C2)cc1	0	1	-13	0	-2	-3	67*	10
Cc1c(C(=O)N2CCC(C)CC2)cccc1[N+](=O)[O-]	-3	1	-5	-4	11	1	-1	1
COc1ccc(C(=O)N/C(=C\c2ccc3c(c2)OCO3)C(=O)Nc2ccc(C(=O)O)cc2)cc1	/	/	8	-30	-9	/	24	/
Cc1ccc(S(=O)(=O)N(C)C)cc1NC(=O)COC(=O)CCC1CCCCC1	/	/	3	-7	-1	/	12	6
CCOC(=O)C1CCCN(C(=O)COc2ccccc2F)C1 (stereo unspecified)	/	/	4	-6	-2	/	25	/
Cc1cc(S(=O)(=O)N2CC(=O)N(CCc3ccccc3)C(=O)C2)ccc1F	0	0	/	-7	/	-6	/	-3
Cc1cc2nc(-c3ccc[nH]c3=O)n(Cc3ccc(F)cc3)c2cc1C	5	0	-6	6	-1	3	-15	-12
O=c1cc(CN2CC(O)Cc3ccc4ccccc4c32)nc2sccn12 (stereo unspecified)	/	/	-3	9	19	/	8	-17
CCNc1nc(NCC)n2c(SCC(=O)O)nnc2n1	2	2	/	0	/	-2	/	-11
CCS(=O)(=O)N1CC2(CN(Cc3ccccc3F)[C@H](CO)c3c2c2ccc(OC)cc2n3C)C1	/	/	-6	/	-7	/	3	-8
CCOC(=O)c1ccc(Oc2nc(NC)nc(OC)n2)cc1	/	/	/	-6	39	-1	/	-2
O=C(NCCc1ccccc1Cl)C1CCN(S(=O)(=O)c2cccs2)CC1	-1	-6	/	-2	/	-17	/	-1
Cc1ccc(C(=O)OCC(=O)c2cc(C)n(CC3CCCO3)c2C)cc1 (stereo unspecified)	/	/	-23	-7	6	/	-136	/

Three entries from above in another layout:
Order of values: PglD DTNB, Cneo AK release, LGR2 antag, ARNT TACC3 PPI, GSIS activator, Statin myotox sup, PAX8 inh HTS, PGC1a acetyl inh
CO[C@@H]1CN(C)C(=O)c2cc(NC(=O)c3cc(C)on3)ccc2OC[C@H](C)N(C)C[C@@H]1C
    1, 3, -7, -8, 8, 4, 2, 8
C[C@@H]1CN([C@@H](C)CO)C(=O)c2cccc(NC(=O)C3CC3)c2O[C@H]1CN(C)C(=O)Nc1ccc2c(c1)OCO2
    -1, -1, -8, 0, 11, 10, /, 2
O=C(OCn1nnc2ccccc2c1=O)c1ccc(N2CCOCC2)c([N+](=O)[O-])c1
    /, /, -6, -21, 21, /, -16, /
